Compound activity as filed in PubChem BioAssay.
KCNH2 WT inh: KCNH2 (human, wildtype) channel inhibition; Q12809; U2OS, BacMam KCNH2, thallium flux FluxOr; stronger effect = lower value; activity change, % at 1.84 µM; hit rate 0.37% among 340,000; AID 720551;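 active = maximum activity change below -70%; inconclusive = maximum activity change between -70% and -50%; inactive = maximum activity change above -50%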; also: % is scaled to controls: 0 for no effect and ±100 for the full control effect
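U2OS cells were transduced with wild-type KCNH2 virus (2.03 x 10^8 / mL) for 4 h at room temperature, then cultured overnight at 37 C. Thallium flux was read with FluxOr dye. Rate constants were normalized to DMSO controls.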
AT treatment: candidate therapy for ataxia-telangiectasia. hit rate 0.19% among 320,000. AID 485349. […] A-T fibroblasts, KAP-1 phosphorylation AlphaLISA; neocarzinostatin DNA damage 30 min before lysis. Potency, µM (series often up to 57.5 µM), for inactives: top-dose activation, actives largely listed as activators; also: potency is read from the fitted curve at half-maximal effect; % of control where 0% means no effect; nearly all actives have a fitted effect of over 45% in size
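hTERT-immortalized A-T patient fibroblasts ([…]), 500 cells/well in OPTI-MEM, 1% FBS, got compounds for 60 min, then NCS for 30 min at 37C. Lysates were then assayed for phospho-KAP-1 by AlphaLISA (anti-pKAP1 donor, anti-KAP1 acceptor beads), 6 hr at 25C.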
TSHR antag: antagonists of human thyroid stimulating hormone receptor | TSHR-expressing cells, TSH-stimulated cAMP HTRF, 2 h; stronger effect = lower value | activity change, negative = inhibition, % at 11.5 µM | hit rate 0.2% among 330,000;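 active = activity change below a set negative limit, meaning inhibition stronger than a set level, cut at about -70% in these data; inconclusive = activity change between two set negative limits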; also: % is scaled to controls: 0 for no effect and ±100 for the full control effect
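TSHR-expressing cells, 200/well, pre-treated with compound, then stimulated with EC80 TSH (4nM final) for 2 hours at 37 deg C. cAMP measured by competitive HTRF: anti-cAMP cryptate antibody in lysis buffer plus cAMP-d2, read after 30 minutes at room temperature.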
TCR act: activates T cell receptor signaling | primary human leukocytes, anti-CD3, IL-2 HTRF, 48 h | 330,000 tested, under 10 active | AID 504894 | Potency, µM (top dose mostly 9.22 µM), inactives show at the highest dose activation of IL-2 secretion, actives largely listed as activators; also: % of control where 0% means no effect
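Using a-CD3 beads without co-stimulation, primary human leukocytes were exposed to compounds for 48 hr. An HTRF IL-2 kit measured the cytokine, with europium-to-d2 energy transfer producing emission at 665nm upon 320nm excitation.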
TRPV1 agonist: activates the human vanilloid receptor TRPV1; TRPV1-expressing cells, Fluo-8 calcium influx, agonist mode; hit rate 0.19% among 320,000; AID 540275; activation, % at 8.33 µM; Q8NER1; in the data active = activation above about 80%; inconclusive = between about 30% and that limit; also: 0% is about no effect
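Fluo-8 calcium influx in TRPV1-expressing cells, kinetic read (ex 480/em 520 nm). Compound added and read 3 min for agonist activity, followed by capsaicin at EC20 final and 2 min further read for enhancement.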
ELG1 DNA repair: inhibitors of ELG1-dependent DNA repair in HEK293T cells; HEK293T ELG1-luciferase reporter, luminescence, 16 h; DNA damage induced by 5-fluorouridine; Potency, µM (titrated, usually from 46.1 µM), for the others: top-dose activity change, negative = inhibition, hits mostly inhibitors; hit rate 2.3% among 330,000; AID 504467; also: potency is read from the fitted curve at half-maximal effect; % is scaled to controls: 0 for no effect and ±100 for the full control effect; nearly all actives have a fitted effect of over 55% in size
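In this reporter screen, reduction of luminescence relative to DMSO vehicle indicated activity. Compounds and 5-fluorouridine were added together to 2,000 cells per well, incubated for 16 hr at 37 °C, then developed with ONE-Glo.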
KCNH2 3.1 block: KCNH2 3.1 (human) potassium channel inhibition; U2OS KCNH2 3.1, thallium flux FluxOr; stronger effect = lower value; activity change, % (tested at about 1.8 µM); AID 720553; hit rate 0.95% among 340,000;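 active = maximum activity change below -70%; inconclusive = maximum activity change from -70% to -50%; inactive = maximum activity change above -50%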;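 also: thallium influx rate constant from kinetic fluorescence after stimulation buffer; % is scaled to controls: 0 for no effect and ±100 for the full control effect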
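Channel expression came from 3.1 mutant virus (1.77 x 10^8 /mL) applied to suspended U2OS cells for 4 h. Flux was tracked with FluxOr dye plus Red40 quencher, and kinetic rate constants normalized to controls.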
USP2a inh: USP2a (human) protease inhibition | O75604 | USP2 core, Ub-CHOP2 coupled fluorogenic reporter, 485/531 | Potency, µM (top dose mostly 38.3 µM), inactives show at the top dose activity change, negative = inhibition, usual class: inhibitors | hit rate 0.01% among 330,000 | AID 463254;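 also: potency is read from the fitted curve at half-maximal effect; plate controls were DMSO wells for no effect and full inhibition by NEM control for full effect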
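USP2 core (10nM final) preincubated 30min RT with compound in 20mM Tris-HCl pH 8.0, 2mM CaCl2, 2mM beta-mercaptoethanol, 0.05% CHAPS; 25nM Ub-CHOP2 plus 25nM reporter substrate added, fluorescence (Ex485/Em531) read after 60min.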
Mito fusion act: blocks mitochondrial division or promotes mitochondrial fusion; S. cerevisiae fusion-defective mutant growth rescue, CellTiterGlo 48 h; Potency, µM (titrated, usually from 46.1 µM), without a hit: at the top dose growth rescue (activation), most hits filed as activators; hit rate 0.23% among 320,000; AID 485298;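 also: potency is read from the fitted curve at half-maximal effect; % of control where 0% means no effect; nearly all actives have a fitted effect of over 45% in size; temperature-sensitive fusion mutants such as fzo1-1 at 37 °C on non-fermentable ethanol glycerol medium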
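Yeast fusion mutant, YPEG (non-fermentable carbon), compound, 48 h at 37C non-permissive; CellTiterGlo added, 10 min RT, luminescence read. Rescued growth = division inhibition.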
Eya2 inh: Eya2 (human) phosphatase inhibition | O00167 | recombinant Eya2, OMFP fluorescence dephosphorylation (OMFP is methylfluorescein phosphate) | Potency, µM (doses to about 76.9 µM), for inactives: at the highest dose activity, negative = inhibition, actives largely listed as inhibitors | hit rate 0.006% among 330,000 | AID 488837; also: potency is read from the fitted curve at half-maximal effect; % is scaled to controls: 0 for no effect and ±100 for the full control effect
Target sequence (O00167 whole entry, looked up): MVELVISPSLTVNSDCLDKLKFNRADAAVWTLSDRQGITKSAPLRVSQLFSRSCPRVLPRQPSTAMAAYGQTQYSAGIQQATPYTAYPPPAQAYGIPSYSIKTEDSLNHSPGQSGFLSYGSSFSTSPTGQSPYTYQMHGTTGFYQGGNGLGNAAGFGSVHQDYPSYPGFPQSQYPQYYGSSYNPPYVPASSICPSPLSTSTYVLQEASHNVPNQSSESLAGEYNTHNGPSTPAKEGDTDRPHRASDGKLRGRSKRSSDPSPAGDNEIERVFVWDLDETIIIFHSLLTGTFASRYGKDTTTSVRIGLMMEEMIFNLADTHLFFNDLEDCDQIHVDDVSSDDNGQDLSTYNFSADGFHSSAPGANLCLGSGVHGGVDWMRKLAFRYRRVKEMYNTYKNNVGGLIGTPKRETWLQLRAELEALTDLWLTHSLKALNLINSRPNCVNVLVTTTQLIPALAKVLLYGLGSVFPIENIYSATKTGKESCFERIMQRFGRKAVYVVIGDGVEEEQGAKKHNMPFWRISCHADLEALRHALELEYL
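Eya2 protein (added as 0.2 uM solution) was preincubated with compound for 10 min at ambient temperature in 50 mM HEPES pH 7.5, 50 mM NaCl, 5 uM MgCl2, 0.05% BSA, 1 mM DTT. OMFP (added at 50 uM) then reacted 10 min; fluorescence read at 485/525 nm.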
* = called active by the depositor; ? = inconclusive; · = no result given; & = joins results of further samples; ! = not active in a repeat; [ ] = remark or other dose. Unless noted, calls follow the shape of the dose curve; as a rule, active = well fitted curve in the direction sought with a large enough effect; inconclusive = small, poorly fitted or top-dose-only effect, or another doubt; inactive = no such curve, though single readings can be large; an effect the other way counts as inactive or inconclusive.

no.	smiles	KCNH2 WT inh	AT treatment	TSHR antag	TCR act	TRPV1 agonist
1	CCOC(=O)C1=C(CSc2nc3c(cc2C#N)CCC3)OC(N)=C(C#N)C1c1ccccc1 (stereo not drawn)	-17	2%	-6	·	5
2	Cc1ccc(Oc2nccc(-c3ccc(Cl)cc3)n2)cc1	2	0%	1	-6%	0
3	Cc1cc(NC(=O)CSc2cn(C)c3ccccc23)no1	5	-4%	8	5%	2
4	O=C1CN(C(=O)c2ccccc2F)C(c2ccc(F)cc2)c2cc(Br)ccc2N1 (stereo not drawn)	1	-9%	-3	-2%	?
5	COc1ccccc1/C=C/C(=O)OCC(=O)N1CCN(S(=O)(=O)c2ccc(C)cc2C)CC1	-2	-7%	-3	-3%	-1
6	CN1CCN(C(=S)Nc2cccc(S(=O)(=O)N(C)C)c2)CC1	·	0%	0	2%	-3
7	COC(=O)N/N=C/c1cccs1	-33	6%[11.5 µM]	2	-20%	-1
8	CN(C)CCN(C(=O)C1CCN(S(=O)(=O)c2cccs2)CC1)c1nc2ccccc2s1	-6	-6%	-4	0%	1
9	O=C(CN1CCN(Cc2ccc(F)cc2)CC1)NCc1ccccc1	27	4%	-2	-1%	14
10	COc1ccc(C2CC(c3ccc(OC)cc3OC(C)=O)=NN2C(=O)c2ccccc2)cc1 (stereo not drawn)	4	20%	17	3%	3
11	CC(C)NC(=O)NC(=O)COC(=O)CCOc1ccccc1	11	5%	-9	2%	0
12	CC(C)(C)OC(=O)NC(Cc1ccccc1)C(=O)NCCCC(=O)O (stereo not drawn)	0	-2%	-4	2%	-4

no.	ELG1 DNA repair	KCNH2 3.1 block	USP2a inh	Mito fusion act	Eya2 inh
1	2%	9	8%	1%	8%
2	?	·	0%	11%	-41%
3	-9%	21	4%	-3%	1%
4	-23%	18	4%	-24%	-7%
5	?	-3	-5%	12%	-10%
6	-10%	-3	0%	-13%	19%
7	-14%	-16	0%	-12%	0%
8	21%	-20	0%	6%	7%
9	-11%	-23	-1%	-4%	-2%
10	?	-6	0%	?	4%
11	?	1	0%	0%	-5%
12	15%	0	0%	1%	-3%

(continued)
no.	smiles	KCNH2 WT inh	AT treatment	TSHR antag	TCR act	TRPV1 agonist
13	Cc1ccc(C)c(C(=O)CN2C(=O)NC3(CCc4ccccc43)C2=O)c1 (stereo not drawn)	12	-3%	-10	3%	6
14	CC(C)CCCC(C)CCOC(=O)CN1CCCC1 (stereo not drawn)	-6	-2%	2	-1%	-2
15	Cc1ccc(C(C(=O)NCC2CCCO2)N(C(=O)c2snc(C(N)=O)c2N)c2ccc(F)cc2)o1 (stereo not drawn)	0	9%	-8	-2%	8
16	O=C(N/N=C/c1ccccc1)c1c(O)c2ccccc2[nH]c1=O	10	4%	-20	-7%[46.1 µM]	2
17	COc1ccc(/C=C/C(=O)NC2CCN(Cc3ccccc3)CC2)cc1OC	-15	-2%	-3	1%	3
18	COC(=O)c1ccccc1S(=O)(=O)Nc1ccc2cn[nH]c2c1	28	2%	-12	4%	0
19	CC(C)CC(COCc1cccc(Cl)c1)N1CCN(C(=O)c2cccc(C(F)(F)F)c2)CCC1=O (stereo not drawn)	-7	·	15	-1%	-3
20	Nc1nc(-c2ccccc2)[nH]c(=O)c1N	-3	2%	11	1%[46.1 µM]	-4
21	CC1=C(C)C(=O)C(CCCCC#CCCCC#CCO)=C(C)C1=O	5	5%	-5&-13	-1%	12
22	O=C(NCCc1ccccc1)C1CCN(C(=O)N2CCOc3ccccc32)CC1	-8	3%	-6	-3%	-2
23	O=C(Nc1ccc(Oc2ccccc2)cc1)c1ccc(Cn2c(=O)[nH]c3ccsc3c2=O)cc1	14	-3%	4	-2%	-2
24	Cc1ccccc1C(=O)NCC(=O)NC1CC1	-1	5%	·	-3%	·

no.	ELG1 DNA repair	KCNH2 3.1 block	USP2a inh	Mito fusion act	Eya2 inh
13	-13%	2	1%	7%	-9%
14	-3%	7	-1%	-2%	24%
15	-2%	-32	0%	-4%	-6%
16	?	7	-1%	6%	3%
17	-15%	15	-1%	-7%	-9%
18	-9%	9	3%	4%	1%
19	-12%	-6	0%	18%	-8%
20	-4%	9	6%	-24%	-1%
21	-24%	-6	1%	18µM*!	-8%&-1%
22	-10%	-19	1%	0%	0%
23	-7%	-1	0%	-3%	4%
24	0%	-3	5%	·	6%

New compounds follow
no.	smiles	KCNH2 WT inh	AT treatment	TSHR antag	TCR act	TRPV1 agonist
25	CCOc1ccc2[nH]c(=O)c(C(c3nnnn3C3CCCCC3)N3CCN(C)CC3)cc2c1 (stereo not drawn)	10	-2%	5	1%	1
26	Cc1ccc(C(=O)N2CCN(c3nc4ccccc4n3C)CC2)cc1	·	-1%	0	-6%	-2
27	CCOC(=O)[C@@H]1[C@H]2COc3ccccc3[C@@H]2N2C(=O)N(c3ccc(C(F)(F)F)cc3)C(=O)[C@@]12C	-11	-4%	7	1%	·
28	Cc1c(C(=O)Nc2cccc(N(C)S(C)(=O)=O)c2)cccc1[N+](=O)[O-]	0	-3%	0	-2%	-2
29	N#Cc1ccc(/C=C/C(=O)c2cccnc2)cc1	·	-12%	-13	-4%	0
30	Cc1noc(NS(=O)(=O)c2ccc(NC(=O)c3ccc(Br)o3)cc2)c1C	-13	1%	-4	-2%	-2
31	O=c1c2ccccc2nc(N2CCN(c3ccccc3)CC2)n1Cc1ccccc1	18	6%	5	1%	-2
32	Cc1ccc(C)c(NC(=O)C2CC3c4ccccc4C2c2ccccc23)c1 (stereo not drawn)	-5	7%	-6	-7%	8
33	CCNCC(=O)N1c2ccccc2CCc2ccc(NC(=O)OC(C)C)cc21	-1	2%	4	-1%	5
34	COC(=O)c1ccc(NC(=O)c2ccc(N(C)S(C)(=O)=O)cc2)cc1	4	·	-17	-7%	5
35	O=C(NCc1cccnc1)/C(=C/c1ccco1)NC(=O)c1ccccc1	6	5%	3	-1%	-3
36	COc1ccc(CCNC(=O)C2CCCN(S(=O)(=O)c3ccc(OC)cc3)C2)cc1 (stereo not drawn)	-1	-1%	2	-1%	1

no.	ELG1 DNA repair	KCNH2 3.1 block	USP2a inh	Mito fusion act	Eya2 inh
25	15%	9	0%	1%	-25%
26	?	-28	1%	1%	4%
27	2%	-15	0%	·	1%
28	6%	22	0%	1%	7%
29	?	-3	-1%	2%	5%
30	11%	8	1%	-1%	-25%
31	?	-34	-8%	11%	-5%
32	11%	-18	3%	2%	13%
33	-1%	-2	1%	-1%	-10%
34	3.7µM*	3	0%	1%	-1%
35	23%	8	2%	-1%	-12%
36	-15%	-6	2%	2%	9%

Exported with one line to a screen: 4 of the compounds above.
7	COC(=O)N/N=C/c1cccs1
8	CN(C)CCN(C(=O)C1CCN(S(=O)(=O)c2cccs2)CC1)c1nc2ccccc2s1
9	O=C(CN1CCN(Cc2ccc(F)cc2)CC1)NCc1ccccc1
10	COc1ccc(C2CC(c3ccc(OC)cc3OC(C)=O)=NN2C(=O)c2ccccc2)cc1 (stereo not drawn)
Compound | 7 | 8 | 9 | 10
KCNH2 WT inh | -33 | -6 | 27 | 4
AT treatment | 6%[11.5 µM] | -6% | 4% | 20%
TSHR antag | 2 | -4 | -2 | 17
TCR act | -20% | 0% | -1% | 3%
TRPV1 agonist | -1 | 1 | 14 | 3
ELG1 DNA repair | -14% | 21% | -11% | ?
KCNH2 3.1 block | -16 | -20 | -23 | -6
USP2a inh | 0% | 0% | -1% | 0%
Mito fusion act | -12% | 6% | -4% | ?
Eya2 inh | 0% | 7% | -2% | 4%

(further entries)
no.	smiles	KCNH2 WT inh	AT treatment	TSHR antag	TCR act	TRPV1 agonist
37	CC1=C(C#N)C(c2ccc(O)cc2)C(C#N)=C(C)N1	-3	0%	-2	0%	-1
38	CC1CCc2nn(CC(=O)NCCCN3CCCCC3)cc2C1 (stereo not drawn)	3	2%	8	2%	-1
39	CCc1ccc(/C=C2\SC(=S)N(CCC(=O)NC3=NCCS3)C2=O)cc1	·	-2%	0	·	1
40	Cc1ccc(N(CC(=O)N2CCn3c2nc2ccccc23)S(=O)(=O)c2c(C)n[nH]c2C)cc1	-1	1%	0	-2%	-3
41	NC(N)=NN=C1CCCCCCCCCCC1	-2	1%	-9	-6%	·

no.	ELG1 DNA repair	KCNH2 3.1 block	USP2a inh	Mito fusion act	Eya2 inh
37	-10%	8	2%	-1%	14%
38	9%	18	3%	-3%	4%
39	-5%	·	5%	2%	-16%
40	-11%	-10	-4%	-4%	-17%
41	?	1	1%	-8%	-8%

Some of the compounds tested; the hit share may differ from the screen's.
